Bioassay records as filed in PubChem.
Wnt bcat act – Wnt/beta-catenin pathway activators, primary screen, cell-based, plate reader, single point. activation, % at 9.35 µM. Wnt/beta-catenin reporter cell assay, activator. 1.2% of 300,000 active; in the data active = activation above about 30%, passing the limit was not always enough;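 also: 0% = neutral control wells and 100% = positive control wells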
Arrestin-AP2 inh – inhibitors of beta-arrestin/AP2 binding, primary screen, biochemical, GPCR trafficking, flow cytometry. beta-arrestin 1 C-terminal peptide binding to AP2 beta2-adaptin appendage (human). 0.31% of 340,000 active. FITC-arrestin peptide / GST-AP2 beads; AP2 beta2 appendage carries R879A mutation. AID 504490, 2011. inhibition, % at 10 µM;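 active = inhibition above a set limit, near 3 SD of compounds lacking own fluorescence, cut at about 54% in these data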;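 also: plate controls were DMSO wells for no effect and 5 µM unlabelled arrestin peptide for full effect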
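test system = AP2 appendage R879A on GSH beads | buffer or medium = PBS plus Tween 20 (0.05%) and BSA (0.1%) | incubation = 12 min plus 1 h, RT | detection = bead flow cytometry, FITC channel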
OPRM1-OPRD1 inv – inverse agonists of MOR-DOR heterodimerization, primary screen, cell-based, luminescence; cell-based MOR-DOR heterodimer luminescence, inverse agonism; AID 504357, 2011; 0.21% of 340,000 active; Mu-type opioid receptor (Homo sapiens) + Delta-type opioid receptor (Homo sapiens), …; inhibition, % at 9.3 µM; in the data active = inhibition above about 22%, passing the limit was not always enough;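 also: 0% = cells with DMSO and 100% = wells without cells with DMSO; values of inactives mirror those of a sister screen read the other way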
cardiac RTF act – cardiac RTF calcium sensitivity activators, primary screen, biochemical, IANBD-TnC fluorescence, EC20 calcium | Troponin I, cardiac muscle (Homo sapiens) + Troponin T, cardiac muscle (Homo sapiens) + … | IANBD-labeled TnC RTF fluorescence at EC20 calcium; 0% EC20 calcium, 100% full calcium | activation, % at 7.2 µM | 0.24% of 340,000 active;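 active = activation above the mean over all tested compounds plus 3 SD, cut at about 30% in these data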;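 also: rise in fluorescence read as greater calcium sensitivity of cardiac thin filaments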
Keap1-Nrf2 PPI – Keap1-Nrf2 protein-protein interaction inhibitors, primary screen, biochemical, fluorescence polarization, single point. AID 504523, 2011. 0.15% of 340,000 active. inhibition, % at 9.4 µM. Kelch-like ECH-associated protein 1 (Homo sapiens), Q14145. Keap1 Kelch-Nrf2 peptide fluorescence polarization, 1536-well; in the data active = inhibition above about 12%;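 also: human Keap1 Kelch domain with fluorescein labeled Nrf2 9mer peptide probe; 0% = neutral control wells and 100% = peptide positive control; higher means more block of Keap1 binding to Nrf2 peptide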
Cardiac RTF inh – cardiac RTF calcium sensitivity inhibitors, primary screen, biochemical, IANBD-TnC fluorescence, EC70 calcium; IANBD-labeled cardiac RTF, Ca2+ fluorescence; inhibition, % at 7.15 µM; 0.12% of 340,000 active; AID 493244, 2011;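 active = inhibition above the mean inhibition of all tested compounds plus 3 SD, cut at about 17% in these data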;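 also: assay run at fixed EC70 calcium of 1.6 mM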
V-ATPase pHluor – regulators of yeast V-ATPase proton pumping, primary screen, pHLuorin cytosolic pH fluorescence. AID 504577, 2011. 0.37% of 350,000 active. S. cerevisiae. response, % at 10 µM; in the data active = response mostly above about 7.3%, no sharp cut-off; inactive = mostly below about 5.4%; also: actives read high; inactives centre near 0; some compounds called inactive have numbers as strong as hits; reference of the scale not given here
LANA DNA inh – inhibitors of KSHV C-LANA binding to DNA, primary screen, biochemical, fluorescence polarization, FAM-LBS DNA, MBP-C-LANA, single point. Kaposi's sarcoma herpesvirus LANA C-terminal domain (residues 932-1162) DNA binding. inhibition, % at 9 µM. 0.078% of 340,000 active;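 active = highest replicate inhibition at or above 60% at 9 µM, even if other replicates fall short; inactive = all replicates below 60% inhibition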;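 also: 0% = neutral control wells and 100% = 4 µM acridine orange control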
Pemphigus Ab inh – inhibitors of pemphigus antibody binding to DSG3, primary screen, biochemical, bead-based, flow cytometry, scFv-GFP; binding (percent of control), % at 10 µM; AID 588358, 2011; 0.48% of 310,000 active; Desmoglein-3 (Homo sapiens), P32926; DSG3-coupled beads, scFv-anti-DSG3-GFP binding; active compounds read low;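 active = binding more than 3 SD below its plate's average and above zero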;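 also: hits lower antibody fragment binding to DSG3; some compounds called inactive have numbers as strong as hits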
Target sequence (P32926 whole entry, looked up, the tested form may be a part): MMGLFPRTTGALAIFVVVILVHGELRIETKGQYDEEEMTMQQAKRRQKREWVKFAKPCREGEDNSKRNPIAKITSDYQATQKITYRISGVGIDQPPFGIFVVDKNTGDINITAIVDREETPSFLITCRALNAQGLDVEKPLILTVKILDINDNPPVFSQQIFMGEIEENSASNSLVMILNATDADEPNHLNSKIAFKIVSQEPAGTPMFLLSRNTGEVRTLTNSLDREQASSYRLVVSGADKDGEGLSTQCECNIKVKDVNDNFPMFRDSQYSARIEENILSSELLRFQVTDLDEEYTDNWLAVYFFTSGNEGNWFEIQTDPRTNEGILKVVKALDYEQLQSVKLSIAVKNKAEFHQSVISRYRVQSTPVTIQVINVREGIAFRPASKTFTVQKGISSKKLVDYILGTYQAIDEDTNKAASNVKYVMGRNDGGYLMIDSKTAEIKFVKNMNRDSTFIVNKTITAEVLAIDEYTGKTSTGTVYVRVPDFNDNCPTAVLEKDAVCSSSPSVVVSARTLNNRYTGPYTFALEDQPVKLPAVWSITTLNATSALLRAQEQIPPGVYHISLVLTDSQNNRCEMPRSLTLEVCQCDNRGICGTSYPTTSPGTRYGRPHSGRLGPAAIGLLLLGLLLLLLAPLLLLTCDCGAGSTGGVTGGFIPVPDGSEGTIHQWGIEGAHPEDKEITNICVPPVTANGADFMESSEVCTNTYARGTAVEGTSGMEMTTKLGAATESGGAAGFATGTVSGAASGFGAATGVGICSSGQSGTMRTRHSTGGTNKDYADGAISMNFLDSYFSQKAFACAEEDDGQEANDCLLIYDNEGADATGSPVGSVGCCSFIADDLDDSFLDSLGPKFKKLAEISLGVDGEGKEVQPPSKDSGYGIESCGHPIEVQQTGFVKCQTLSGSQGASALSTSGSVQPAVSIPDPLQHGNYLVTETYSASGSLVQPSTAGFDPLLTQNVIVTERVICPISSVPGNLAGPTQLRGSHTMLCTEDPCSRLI
MOR-DOR ag – agonists of OPRM1-OPRD1 heterodimerization, primary screen, cell-based, luminescence. Mu-type opioid receptor (Homo sapiens) + Delta-type opioid receptor (Homo sapiens), …. AID 504326, 2011. cells. 0.3% of 340,000 active. activation, % at 9.3 µM; in the data active = activation above about 18%;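 also: 0% = vehicle-treated cells and 100% = reference agonist; values of inactives mirror those of a sister screen read the other way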
The depositor's hits bear a star; . = not tested or not shown.

SMILES	Wnt bcat act	Arrestin-AP2 inh	OPRM1-OPRD1 inv	cardiac RTF act	Keap1-Nrf2 PPI	Cardiac RTF inh	V-ATPase pHluor	LANA DNA inh	Pemphigus Ab inh	MOR-DOR ag
NS(=O)(=O)c1cc(C(=O)NCC2CCCCC2)ccc1Cl	-2	-2	12	-5	-1	6	7	0.4	110	-2.2
COCCN=C1NN=C(c2cc(C)n(CC3CCCO3)c2C)CS1 (centres undefined)	-4	-3	12	3	-9	-3	3	2.2	101	-2.5
COc1ccccc1-c1ocnc1C(=O)N1CCN(C(=O)C(c2ccccc2)c2ccccc2)CC1	0	-7	11	6	4	-20	-5	2.3	.	-1.5
CC(/C=N/n1c(-c2ccccn2)n[nH]c1=S)=C\c1ccccc1	0	-25	.	.	.	.	5	.	109	.
CSc1ccc(/C=C2\CCn3c2nc2cc(C(=O)O)ccc2c3=O)cc1	-3	0	13	0	-3	-3	-2	-0.8	92	-2.8
CCc1nc(OCc2ccccc2)c2sc3nc4c(cc3c2n1)COC(C)(C)C4	.	-7	5	1	1	-4	1	1.9	101	-0.9
CC1(C)Cc2ccccc2-c2nnc(-c3ccccn3)n21	0	-5	5	5	-1	3	-5	-1.7	105	-1.0
CCOc1ccc(NC2OC(CO)C(O)C(O)C2O)c([N+](=O)[O-])c1 (centres undefined)	0	-5	13	6	-4	-7	3	-1.2	106	-2.2
CCSc1nnc(NC(=O)c2ccc(C)cc2)s1	.	9	5	-11	-1	-12	-2	-0.5	103	-0.9
CCOC(=O)c1sc(N(Cc2ccccc2)C(=O)CSc2nnc(C3CC3)n2N)nc1C	.	5	11	-4	3	-2	-7	8.1	96	-2.1

Some of the entries so far, bar-delimited:
SMILES | Wnt bcat act | Arrestin-AP2 inh | OPRM1-OPRD1 inv | cardiac RTF act | Keap1-Nrf2 PPI | Cardiac RTF inh | V-ATPase pHluor | LANA DNA inh | Pemphigus Ab inh | MOR-DOR ag
COCCN=C1NN=C(c2cc(C)n(CC3CCCO3)c2C)CS1 (centres undefined) | -4 | -3 | 12 | 3 | -9 | -3 | 3 | 2.2 | 101 | -2.5
COc1ccccc1-c1ocnc1C(=O)N1CCN(C(=O)C(c2ccccc2)c2ccccc2)CC1 | 0 | -7 | 11 | 6 | 4 | -20 | -5 | 2.3 | . | -1.5
CC(/C=N/n1c(-c2ccccn2)n[nH]c1=S)=C\c1ccccc1 | 0 | -25 | . | . | . | . | 5 | . | 109 | .

Next part:
SMILES	Wnt bcat act	Arrestin-AP2 inh	OPRM1-OPRD1 inv	cardiac RTF act	Keap1-Nrf2 PPI	Cardiac RTF inh	V-ATPase pHluor	LANA DNA inh	Pemphigus Ab inh	MOR-DOR ag
Cc1ccc(S(=O)(=O)N(C)C)cc1NC(=O)COC(=O)Cc1ccsc1	1	-18	9	0	1	-9	2	0.8	103	-1.4
CCOc1ccccc1CN1CCN(Cc2ccc3cc(F)ccc3n2)CC1CCO (centres undefined)	-1	7	21	1	-9	-7	1	0.2	105	-4.1
CC(Sc1nnc(COc2ccc([N+](=O)[O-])cc2)n1-c1ccccc1)C(=O)O (centres undefined)	.	7	8	3	-1	-9	0	1.4	101	-1.5
Cc1cc(C)c(NC(=O)CN(C)C(C)C(=O)N2CCc3ccccc32)c(C)c1 (centres undefined)	-3	12	0	-3	4	-4	6	3.2	98	-0.1
Cc1ccc2nc(NCc3ccccc3)c(C=O)c(=O)n2c1	-6	10	12	13	0	1	-4	0.8	87	-2.4
S=C1NC(c2cccs2)=CC(c2ccc(Br)cc2)N1 (centres undefined)	-1	-4	-6	0	-4	1	3	-4.5	101	1.1
CC12COC3(C(=O)Nc4nccs4)CC1CCC32C (centres undefined)	.	-12	14	1	1	12	3	-0.9	101	-2.3
O=C(N/N=C/c1ccc(OCC(=O)N2CCCC2)cc1)C(=O)NC1CC1	-1	5	6	-7	3	5	-6	-0.9	99	-1.1
Cc1cccc(C)c1NC(=O)C1CCN(C(=O)c2cccs2)CC1	-2	-7	4	1	1	-2	6	-0.6	.	-0.5
CN(CC(=O)NC1CCCCC1)S(=O)(=O)c1ccc(Br)s1	.	-5	17	-1	-4	-6	-3	-0.7	103	-3.4
O=C(Nc1ccccc1)N1CCN(c2ncccn2)CC1	0	1	-1	-4	2	-12	5	1.2	102	0.2
CCOc1cc(C#N)c(NC(=O)c2cccnc2)cc1OCC	.	-5	10	2	-3	-2	2	-0.6	104	-2.1
CCC(CC)C(=O)Nc1ccc(S(=O)(=O)Nc2nccs2)cc1	3	16	18	-2	-3	1	-3	0.4	96	-3.2
COC(=O)C1(CO)NC(c2ccc(C)cc2)C2C(=O)N(c3ccccc3)C(=O)C21 (centres undefined)	-1	10	3	6	-1	-2	3	-10	114	-0.6
COC(=O)C1=C(O)/C(=C\c2ccc(OCC(=O)Nc3ccccc3)cc2)N=C1C	-2	-9	15	-3	-8	-6	0	-0.5	96	-2.9
COc1ccc(NC(=O)c2sccc2SCC#N)cc1	.	9	-4	-5	1	-11	3	-0.4	105	0.7
Cc1cc(OCC(=O)NCCc2c[nH]c3ccccc23)c2c(C)cc(=O)oc2c1	-1	4	10	0	0	-1	-2	-1.5	.	-2.1
OCCNCc1cccc(OCc2ccccc2Cl)c1	0	-4	-10	6	-3	-10	-2	-0.5	105	1.9
COc1ccc(CC(=O)N/N=C(\C)c2cccc(NC(=O)C3CC3)c2)cc1	0	20	7	-1	4	0	1	0.3	110	-2.0
CCCCNc1c(-c2ccc(OC)c(SC3CCCCC3)c2)nc2ccc(Cl)cn12	-10	1	-7	10	-3	-4	-1	-2.0	99	1.2
CCC(=O)c1ccc(OCC(=O)OCC(=O)NC2CCCC2)cc1	1	29	-5	-6	-1	-30	-3	-2.5	101	0.8
COc1cc(SC)ccc1C(=O)OC(C)C(=O)NC1CCCC1 (centres undefined)	17	2	9	1	-5	-3	-4	-0.3	99	-1.9
O=C(NCc1ccco1)c1cc2nc(-c3cccs3)cc(C(F)(F)F)n2n1	.	21	16	1	1	-4	5	0.7	96	-3.0
CC(C)(C)c1ccc(Oc2cccc(C3CC(=O)C(C4NCCc5ccccc54)C(=O)C3n3cncn3)c2)cc1 (centres undefined)	.	8	7	6	-3	5	0	0.2	.	-1.1
Cc1ccc(N(CN2CCCC2=O)C(=O)c2ccc(C)c(C)c2)cc1	4	0	-5	0	-2	-9	3	1.3	112	1.1
CCOC(=O)C1CCCN(CCC(=O)Nc2cccc(C)c2)C1 (centres undefined)	-1	1	13	7	4	0	-1	0.2	98	-2.6
CCCN(CC(=O)Nc1ccc(F)c(F)c1F)C(=O)c1ccc2c(c1)NC(=O)CS2	-5	8	10	-4	-7	-2	-2	0.2	.	-2.6
CC(C)CSC1=NSC2=NC(=O)/C(=C\c3ccccc3)C(=N)N12	9	-5	7	-2	-8	-5	3	13	115	-1.4
CCn1c2ccc(C)cc2c2nc3cc(C(=O)O)ccc3nc21	.	-7	-16	3	-3	-11	-1	0.0	105	2.4
CCOC(=O)c1ccc(OCCOc2ccccc2C)cc1	-1	-1	-20	1	-1	-11	0	0.1	108	3.8
CCO[C@@H]1OC(C(=O)N2CCN(Cc3ccccc3)CC2)=C[C@H](C2CC2)[C@H]1CCCO	1	-5	5	4	-3	4	-1	-2.6	102	-0.9
COc1ccc(NC(=O)N2CCCCC2)cc1	.	-2	11	1	0	-2	-2	0.0	97	-2.1
CCCn1c(SCC(=O)NCc2ccco2)nc2c1c(=O)n(C)c(=O)n2C	.	10	15	-4	-1	1	-1	-0.2	95	-3.1
CC(=O)Nc1cc(NC(C)=O)cc(C(=O)OCC(=O)Nc2ccc(S(=O)(=O)NC3=NCCCCC3)cc2)c1	0	-15	13	0	4	-5	-3	2.7	99	-2.5
CSc1ccc(C(=O)C2CCCN(C(=O)Cc3nonc3C)C2)cc1 (centres undefined)	1	-4	3	-6	2	-17	-2	0.4	96	-0.4
CC(C)N(Cc1ccccc1)C(=O)CN1c2cccc3cccc(c23)S1(=O)=O	0	5	-94	-1	-3	-3	1	2.4	96	19*
COc1ccc(Cl)cc1CC=NNC(=O)c1cccc(C)c1O	1	-2	21	-2	1	5	-1	-1.5	104	-4.8
CCCNC(=O)c1onc(CSc2ccccc2)c1C(=O)NCCC	1	-5	-2	6	2	6	1	-0.1	103	0.3
O=C(CSc1nc(O)cc(=O)n1-c1ccccc1)c1ccc(Br)cc1	-2	4	9	-3	2	-4	-4	-0.7	.	-2.0
COC(=O)C1=C(C)N=C2SCCC(=O)N2C1c1cccs1 (centres undefined)	.	-4	10	0	1	-5	1	-1.0	110	-1.8
CCc1c(C)nc2ccc(Br)cc2c1SCCC#N	-7	7	2	-6	-3	-4	2	0.1	84	-0.3
COc1ccc(-c2[nH]ncc2/C=N/NC(=O)c2cccc([N+](=O)[O-])c2)cc1OC	.	-7	-11	0	-3	-24	-3	0.8	107	1.5
C[C@H](CO)N1C[C@H](C)[C@@H](CN(C)C)Oc2c(NC(=O)Cc3ccccc3)cccc2C1=O	0	28	6	-4	-2	-1	-2	-0.5	96	-1.3
CC(C)(CN=C1NS(=O)(=O)c2ccccc21)CNC(=O)c1ccccc1	0	3	6	2	2	0	-1	-0.6	114	-1.4
COC(=O)c1ccc(CNC(=O)COC(=O)c2ccc(N(C)C)cc2)cc1	-1	26	4	2	-2	-13	0	-0.1	96	-0.9
COc1ccccc1C1CC(=O)Oc2cc(C)c(Br)c(C)c21 (centres undefined)	-1	7	-8	-8	-8	5	2	-1.0	101	1.7
Clc1ccc(-c2c(C3=NCCCN3)nnn2-c2ccc(Cl)cc2)cc1	-2	-2	21	-1	2	-5	0	1.6	93	-3.8
CCCC(C(=O)NCc1ccc(OC)cc1)N(Cc1ccco1)C(=O)c1snc(C(N)=O)c1N (centres undefined)	.	5	-2	0	1	-5	1	4.0	98	0.3
COC(=O)c1cc2c(C)[nH]c(C)c2cc(C(=O)OC)c1=O	-2	10	8	0	-4	3	-1	-0.6	127	-1.4
Cc1csc(Cn2c(CN(C)C)nc3ccccc3c2=O)n1	0	-11	8	9	-4	-8	1	3.2	104	-1.3
COc1ccc(-n2c(-c3ccccc3)nc(=S)c3c2CCCC3)cc1	-3	-10	13	2	2	-3	2	1.1	110	-3.2
COc1ccc(CNC(=O)c2ccccc2SC)cc1	0	23	10	-5	4	1	-3	0.4	.	-2.2
CC1CCCC(NC(=O)C2N(CCCN3CCCC3)C(=O)C3C(C(=O)Nc4ccc(Cl)cc4)C4C=CC32O4)C1C (centres undefined)	-3	12	-3	4	-4	-5	3	-0.3	90	0.4

This is a random part of the collection; about 3.1% have a hit in one of these screens.
